# MITF inh: human MITF inhibition, primary screen; O75030; AlphaScreen MITF homodimerization, bead proximity signal; inhibition, % at 2.6 µM; hit rate 0.91% among 650,000; in the data active means inhibition above about 50%;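 further: 0% = vehicle wells with protein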
# FBW7 activator: activators of human E3 ligase FBW7 | hit rate 0.13% among 650,000 | AlphaScreen FBW7–phospho-cyclin E peptide binding, activator screen | normalized activity (activation), % at 26.1 µM; in the data active means normalized activity above about 1.9%;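 further: purified mutant Fbw7 with reduced substrate affinity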
# Target sequence (Q969H0 whole entry, looked up): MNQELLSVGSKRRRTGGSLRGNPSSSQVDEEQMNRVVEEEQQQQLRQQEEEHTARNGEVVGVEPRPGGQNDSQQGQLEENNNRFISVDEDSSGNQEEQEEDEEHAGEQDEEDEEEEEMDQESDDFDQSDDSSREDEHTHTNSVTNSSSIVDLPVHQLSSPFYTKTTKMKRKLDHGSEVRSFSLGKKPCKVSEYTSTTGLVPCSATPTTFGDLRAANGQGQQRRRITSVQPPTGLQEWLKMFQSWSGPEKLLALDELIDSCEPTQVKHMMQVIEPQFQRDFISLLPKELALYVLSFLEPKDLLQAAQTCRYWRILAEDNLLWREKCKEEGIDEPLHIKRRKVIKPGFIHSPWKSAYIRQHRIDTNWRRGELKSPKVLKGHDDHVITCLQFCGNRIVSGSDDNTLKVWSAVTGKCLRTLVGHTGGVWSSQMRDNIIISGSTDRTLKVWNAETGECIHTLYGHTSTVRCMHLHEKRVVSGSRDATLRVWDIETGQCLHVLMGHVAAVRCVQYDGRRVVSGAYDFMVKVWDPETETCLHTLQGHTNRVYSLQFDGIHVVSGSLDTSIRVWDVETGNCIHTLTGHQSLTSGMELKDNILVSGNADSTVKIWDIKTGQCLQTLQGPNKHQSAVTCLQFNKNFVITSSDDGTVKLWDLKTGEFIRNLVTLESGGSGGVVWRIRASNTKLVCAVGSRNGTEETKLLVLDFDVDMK
# GPR151 ag: activates the human receptor GPR151. Q8TDV0. PathHunter beta-arrestin GPR151 cells, luminescence. activation, % at 11.2 µM. hit rate 1% among 650,000. AID 1508602; in the data active means activation above about 4.9%;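 further: 0% = median of compound wells and 100% = cells with positive control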
# TEAD-YAP inh: TEAD-YAP interaction inhibition | HEK-TIYL cells, TEAD-Gal4/YAP UAS-luciferase luminescence | inhibition, % at 9.12 µM | hit rate 1.4% among 640,000; in the data active means inhibition above about 32%;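 further: 0% = median of test compound wells and 100% = reference inhibitor wells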
# Active calls of the source: *. The order is random; overall some 3.4% were active at least once.
SMILES,MITF inh,FBW7 activator,GPR151 ag,TEAD-YAP inh
COc1ccc(C(=O)NC(C(=O)NCC(=O)Nc2c(C)cccc2C)C(C)C)cc1 (stereo not drawn),16,0.1,-0.2,-8
CCOC(=O)c1c(NC(NC(=O)c2cccs2)C(=O)c2ccccc2)sc(C(=O)Nc2ccccc2)c1C (stereo not drawn),7,0.1,1.1,-37
CCOc1cc(C2Nc3ccccc3NC3=C2C(=O)CC(c2ccccc2)C3)cc([N+](=O)[O-])c1O (stereo not drawn),0,0.1,3.4,5
O=C(Nc1ccc(Cl)c(Cl)c1)c1cnc2n(c1=O)CCS2,-6,0.0,0.4,-7
CN(CC(=O)NC(C)(C)C)S(=O)(=O)c1ccc(Br)cc1,-19,0.0,-0.3,0
CCCCN(CC)C(=O)C1c2ccccc2Oc2ccccc21,-4,0.2,-0.9,-8
CC(C)(C)C1CCc2c(sc3nc(NN)nc(NN)c23)C1 (stereo not drawn),12,0.8,-0.2,-1
CCN(CC)c1ccc(/C=N/NC(=O)c2cc(C)[nH]n2)c(O)c1,-45,-0.2,0.2,-17
Clc1ccc(-n2ncc3c(Nc4ccc(OCc5ccccc5)cc4)ncnc32)cc1,-9,-0.1,1.4,4
COC(=O)c1ccc2c(c1)C(=O)N(c1ccccc1C)C2=O,25,0.9,-0.4,-7
CC(C)N1C[C@H](NCC2CCCCC2)C[C@H]1C(=O)NCCc1ccc2c(c1)OCO2,11,-0.1,1.7,4
CCOC(=O)c1ccc(NC(=O)C(=O)NC2CCCCCC2)cc1,-5,-0.1,-0.3,-10
CC(C)c1cc(NCCN(C)C)n2c(nc3ccccc32)c1C#N,3,0.2,-1.5,14
O=C1OC(Nc2ccc(Br)cn2)c2ccccc21 (stereo not drawn),8,0.1,1.4,4
O=C(CSc1nc(CSc2ccc(Cl)cc2)cc(=O)[nH]1)N1c2ccccc2CCc2ccccc21,0,0.0,1.8,3
CC(=O)c1cc2c(cc1NC(=O)Nc1ccc(Cl)cc1)OCCO2,-2,-0.1,0.2,-21
CNC(=O)C12CC3CC(C1)CC(C(=O)NC)(C3)C2,7,0.5,0.3,-5
COc1cc(Br)c(OC)c(C2C(C(=O)OC3CCCCC3)=C(C)NC3=C2C(=O)CC(C)(C)C3)c1 (stereo not drawn),-13,-0.1,-0.4,-2
CC1(C)NC(=O)N(CC(O)CN(c2ccccc2)S(=O)(=O)c2ccccc2)C1=O (stereo not drawn),-14,0.0,-0.7,-11
CC(NC(=O)c1cnccn1)c1nc(-c2ccc(Cl)cc2)n[nH]1 (stereo not drawn),-1,-0.1,8.1*,2
COc1ccccc1-c1ccc(N2CCN(S(=O)(=O)Cc3ccccc3)CC2)nn1,-2,0.0,0.0,7
O=c1c2nccnc2[nH]c(=S)n1Cc1ccc(Cl)cc1,11,0.0,1.5,-3
CSc1nc(N2CCOCC2)c2cnn(CCNC(=O)c3c(F)cccc3F)c2n1,6,-0.2,0.1,-6
CCOC(=O)c1nnn(-c2nonc2N)c1CSc1nnc2c3ccccc3n(Cc3ccccc3)c2n1,16,-0.2,0.9,5
C1CCN(c2nc3nonc3nc2NCC2COCCO2)CC1 (stereo not drawn),-5,-0.1,-1.7,-9

# 25 entries from above, as tab-separated lines.
SMILES	MITF inh	FBW7 activator	GPR151 ag	TEAD-YAP inh
COc1ccc(C(=O)NC(C(=O)NCC(=O)Nc2c(C)cccc2C)C(C)C)cc1 (stereo not drawn)	16	0.1	-0.2	-8
CCOC(=O)c1c(NC(NC(=O)c2cccs2)C(=O)c2ccccc2)sc(C(=O)Nc2ccccc2)c1C (stereo not drawn)	7	0.1	1.1	-37
CCOc1cc(C2Nc3ccccc3NC3=C2C(=O)CC(c2ccccc2)C3)cc([N+](=O)[O-])c1O (stereo not drawn)	0	0.1	3.4	5
O=C(Nc1ccc(Cl)c(Cl)c1)c1cnc2n(c1=O)CCS2	-6	0.0	0.4	-7
CN(CC(=O)NC(C)(C)C)S(=O)(=O)c1ccc(Br)cc1	-19	0.0	-0.3	0
CCCCN(CC)C(=O)C1c2ccccc2Oc2ccccc21	-4	0.2	-0.9	-8
CC(C)(C)C1CCc2c(sc3nc(NN)nc(NN)c23)C1 (stereo not drawn)	12	0.8	-0.2	-1
CCN(CC)c1ccc(/C=N/NC(=O)c2cc(C)[nH]n2)c(O)c1	-45	-0.2	0.2	-17
Clc1ccc(-n2ncc3c(Nc4ccc(OCc5ccccc5)cc4)ncnc32)cc1	-9	-0.1	1.4	4
COC(=O)c1ccc2c(c1)C(=O)N(c1ccccc1C)C2=O	25	0.9	-0.4	-7
CC(C)N1C[C@H](NCC2CCCCC2)C[C@H]1C(=O)NCCc1ccc2c(c1)OCO2	11	-0.1	1.7	4
CCOC(=O)c1ccc(NC(=O)C(=O)NC2CCCCCC2)cc1	-5	-0.1	-0.3	-10
CC(C)c1cc(NCCN(C)C)n2c(nc3ccccc32)c1C#N	3	0.2	-1.5	14
O=C1OC(Nc2ccc(Br)cn2)c2ccccc21 (stereo not drawn)	8	0.1	1.4	4
O=C(CSc1nc(CSc2ccc(Cl)cc2)cc(=O)[nH]1)N1c2ccccc2CCc2ccccc21	0	0.0	1.8	3
CC(=O)c1cc2c(cc1NC(=O)Nc1ccc(Cl)cc1)OCCO2	-2	-0.1	0.2	-21
CNC(=O)C12CC3CC(C1)CC(C(=O)NC)(C3)C2	7	0.5	0.3	-5
COc1cc(Br)c(OC)c(C2C(C(=O)OC3CCCCC3)=C(C)NC3=C2C(=O)CC(C)(C)C3)c1 (stereo not drawn)	-13	-0.1	-0.4	-2
CC1(C)NC(=O)N(CC(O)CN(c2ccccc2)S(=O)(=O)c2ccccc2)C1=O (stereo not drawn)	-14	0.0	-0.7	-11
CC(NC(=O)c1cnccn1)c1nc(-c2ccc(Cl)cc2)n[nH]1 (stereo not drawn)	-1	-0.1	8.1*	2
COc1ccccc1-c1ccc(N2CCN(S(=O)(=O)Cc3ccccc3)CC2)nn1	-2	0.0	0.0	7
O=c1c2nccnc2[nH]c(=S)n1Cc1ccc(Cl)cc1	11	0.0	1.5	-3
CSc1nc(N2CCOCC2)c2cnn(CCNC(=O)c3c(F)cccc3F)c2n1	6	-0.2	0.1	-6
CCOC(=O)c1nnn(-c2nonc2N)c1CSc1nnc2c3ccccc3n(Cc3ccccc3)c2n1	16	-0.2	0.9	5
C1CCN(c2nc3nonc3nc2NCC2COCCO2)CC1 (stereo not drawn)	-5	-0.1	-1.7	-9

# Exported with bars between the fields: part of the list above
SMILES | MITF inh | FBW7 activator | GPR151 ag | TEAD-YAP inh
COC(=O)c1ccc2c(c1)C(=O)N(c1ccccc1C)C2=O | 25 | 0.9 | -0.4 | -7
CC(C)N1C[C@H](NCC2CCCCC2)C[C@H]1C(=O)NCCc1ccc2c(c1)OCO2 | 11 | -0.1 | 1.7 | 4
CCOC(=O)c1ccc(NC(=O)C(=O)NC2CCCCCC2)cc1 | -5 | -0.1 | -0.3 | -10

# Next section:
SMILES,MITF inh,FBW7 activator,GPR151 ag,TEAD-YAP inh
Cn1c(=O)c2c(ncn2CC(=O)N2CCN(C(=O)c3ccco3)CC2)n(C)c1=O,-4,0.1,-1.0,-7
CC(=O)Nc1cccc(OCC(=O)Nc2ccc(C)c(Cl)c2)c1,0,-0.1,-0.3,-42
O=C(COc1ccccc1[N+](=O)[O-])Nc1ccc(Cl)cn1,6,-0.1,-0.8,-56
COc1cc(Nc2nc(Nc3ccccc3)c3ncn(Cc4ccc(C(F)(F)F)cc4)c3n2)cc(OC)c1OC,3,0.0,-0.1,-10
Cc1cc(C)cc(OCC(=O)Nc2ccccc2C(=O)O)c1,23,0.4,1.6,7
Cc1ccc2cc(CN(C(=O)N(C)C)C3CCCCC3)c3nnnn3c2c1,22,0.1,-0.4,-3
FC(F)(F)c1cccc(CNc2ccnc(Nc3cnccn3)n2)c1,15,0.2,-2.9,-2
O=C(Cc1ccccc1[N+](=O)[O-])Nc1cnn(Cc2ccc(F)cc2)c1,13,0.2,2.8,-6
CCOc1cc(/C=C2/C(=N)N3N=C(Cc4ccccc4)SC3=NC2=O)ccc1OCCOc1ccc(C)cc1,12,0.2,-1.4,15
CN(C)c1ccc(C2C(C#N)=C(N)Oc3n[nH]c(-c4ccccc4)c32)cc1 (stereo not drawn),6,-0.4,-0.2,-29
CCOc1ccc(S(=O)(=O)n2cc(-c3ccc([N+](=O)[O-])cc3)c(N)n2)cc1,17,0.0,-0.4,13
C=CCN(CC=C)C(=O)C1CCCN(c2nc(C)c3ccc(OC)cc3n2)C1 (stereo not drawn),8,1.3,0.7,-4
CCOC(=O)CSc1nnnn1-c1ccc(C(N)=O)cc1,5,-0.1,0.1,-10
Cc1cccc(C)c1NC(=O)C(c1ccccc1)N1CCC2(CC1)OCCO2 (stereo not drawn),4,0.0,-0.1,10
NC1=NC2(CCCCCC2)n2c(nc3ccccc32)N1,4,-0.2,-1.3,78*
CCn1c(/N=C/c2ccc(OC)cc2O)nc2ccccc21,0,0.1,0.6,-3
Cc1ccc(C(c2sc3nc(C)nn3c2O)N2CCC(C(N)=O)CC2)cc1 (stereo not drawn),26,0.8,-0.8,6
COc1ccc(CN(Cc2cc3cc(C)ccc3n3nnnc23)C(=O)c2cnccn2)cc1,9,0.6,1.7,8
Cc1cccc(Nc2nnc(SCC(=O)NC(C)(C)C)s2)c1C,11,0.2,0.0,5
Cc1cccc(NC(=O)Nc2ccc3c(c2)N(S(=O)(=O)c2ccccc2)CCC3)c1,-5,0.0,1.3,14
COc1ccc(CN2CC[C@H]3[C@H](CCC(=O)N3Cc3ccccn3)C2)cc1,-1,0.2,-0.6,-7
CC(C)N(Cc1ccccc1)C(=O)c1cccc(C(=O)N(Cc2ccccc2)C(C)C)c1,-8,-0.1,-0.2,6
O=C(CSc1nc(Nc2ccc3c(c2)OCO3)c2ccccc2n1)NCC1CCCO1 (stereo not drawn),-4,-0.3,0.1,1
COc1ccc(/C=N/OC(=O)Nc2cccc(C)c2)cc1,-2,0.0,-2.1,-53
CCC(C)NC1CCN(c2nc(C)c3cc(OC)ccc3n2)CC1 (stereo not drawn),-5,0.0,0.5,-2

# Next structures follow.
SMILES,MITF inh,FBW7 activator,GPR151 ag,TEAD-YAP inh
CCCCOc1ccc(C2=N/C(=C\c3ccccc3OCC)C(=O)O2)cc1,-1,-0.2,0.1,-4
Cc1ccc(CS(=O)(=O)CCC(=O)NCc2ccc(F)cc2)cc1,10,0.2,-0.9,-4
Cc1cc(C)cc(OCC(=O)N2N=C(CC(C)C)CC2(O)C(F)(F)F)c1 (stereo not drawn),-10,0.3,-1.4,6
COc1ccccc1C(=O)Nc1ccc2nc(SCC(=O)Nc3ccc(F)cc3)sc2c1,-1,-0.1,0.0,-14
CCOc1ccc(NC(=O)CSC(=S)N(CC)CC)cc1,13,-0.1,-0.5,-2
CCCCNC(=O)c1ccc(N2CCCCCC2)c([N+](=O)[O-])c1,11,0.0,0.6,-8
COc1ccc(-c2n[nH]c(=S)n2/N=C\c2ccc(C(=O)O)cc2)cc1,15,0.0,-0.7,0
Cc1cc(N2Cc3ccccc3C2)ccc1C=C1C(=O)NC(=O)NC1=O,13,-0.1,-0.1,-41
CC1(C)CC2CC(C)(CN2C2CC(=O)N(c3ccc(F)cc3)C2=O)C1 (stereo not drawn),7,0.0,1.8,-3
CN1C(=O)CC(N2CCN(Cc3ccc(Cl)cc3)CC2)C1=O (stereo not drawn),10,-0.1,0.6,-6
CP(=O)(Nc1cccc([N+](=O)[O-])c1)c1nc2c(s1)CCCC2 (stereo not drawn),-11,0.6,-1.6,6
COc1ccc(C2=NS(=O)(=O)N(C)C(C(=O)N3CCCc4ccccc43)=C2)cc1OC,9,-0.5,-0.8,13
C=CCNC(=O)c1cc2c(=O)n3ccccc3nc2n(C2CCCC2)c1=N,-2,-0.3,-0.2,10
O=C(NCC(c1cccs1)N1CCc2ccccc21)c1ccccc1Br (stereo not drawn),-6,0.0,-2.1,0
Cc1cc2oc(=O)cc(CN3CCN(C)CC3)c2cc1C,-5,0.0,0.7,-3
CCOc1cc(CNC(C)c2ccccc2)cc(I)c1OCC#N (stereo not drawn),7,0.2,2.4,1
COc1ccc(OC)c2c1sc(=NC(=O)C1CC1)n2C,-8,1.1,1.5,5
CN(c1ccc(C(=O)NCc2ccc(Cl)cc2)cc1)S(=O)(=O)c1ccccc1,-4,-0.1,-1.2,12
COc1ccccc1-n1c(SCC(=O)Nc2ccc(C(C)=O)cc2)nc2cccnc21,-12,0.0,-0.6,4
CC(C)Sc1nc2sc3c(c2c(=O)n1Cc1ccccc1)CCCC3,6,-0.1,-0.4,1
Cc1nc(C2CC(=O)N(c3ccc4c(c3)OCO4)C2)no1 (stereo not drawn),8,0.2,-1.1,4
CCCc1ccc(C(=O)Nc2nc3ccc(OC)cc3s2)cc1,-5,-0.1,0.7,-30
CC(=O)OCC(=O)Nc1ccc([N+](=O)[O-])cc1C#N,9,0.0,0.0,3
O=C(/C=C/c1ccccc1Cl)Nc1ccc2c(c1)C(=O)NC2=O,16,0.3,0.3,2
CC(=O)N1CCN(C(=O)c2ncoc2-c2cccs2)CC1,-6,0.1,0.5,-1
CCOC(=O)N[C@H](Cc1c[nH]c2ccccc12)C(=O)Nc1ccccc1Cl,4,0.2,4.7,-7
O=[N+]([O-])c1c(Nc2ccccc2)n[nH]c1-c1nnco1,4,-0.1,1.0,-1

# High-throughput results from PubChem BioAssay.
